CHRM5 antagonist = human M5 muscarinic receptor antagonists, primary screen, CHO cells, Fluo-8 calcium fluorescence. Muscarinic acetylcholine receptor M5 (Homo sapiens), P08912. 360,000 tested, 0.59% active. CHO-hM5 cells, ACh EC80. inhibition, % at 3 µM;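 active = inhibition above a per-plate cutoff, the mean of that plate's test compounds plus 3 SD, cut at about 27% in these data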;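 also: 0% = acetylcholine EC80 with DMSO and 100% = DMSO without agonist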
Target sequence (P08912 whole entry, looked up): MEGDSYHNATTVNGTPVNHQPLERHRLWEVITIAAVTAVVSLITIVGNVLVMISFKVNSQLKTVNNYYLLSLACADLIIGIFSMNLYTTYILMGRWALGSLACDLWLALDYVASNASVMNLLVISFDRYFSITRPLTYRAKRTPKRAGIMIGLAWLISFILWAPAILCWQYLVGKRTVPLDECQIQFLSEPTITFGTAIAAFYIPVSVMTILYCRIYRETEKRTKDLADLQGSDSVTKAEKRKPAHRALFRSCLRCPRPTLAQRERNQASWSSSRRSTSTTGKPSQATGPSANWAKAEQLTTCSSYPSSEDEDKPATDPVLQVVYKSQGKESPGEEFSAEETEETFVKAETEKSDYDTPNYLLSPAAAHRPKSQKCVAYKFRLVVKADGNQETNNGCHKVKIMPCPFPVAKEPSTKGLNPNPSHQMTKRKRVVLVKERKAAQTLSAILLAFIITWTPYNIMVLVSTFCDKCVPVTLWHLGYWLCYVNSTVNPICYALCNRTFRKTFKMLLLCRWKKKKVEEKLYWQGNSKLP
TAAR1 ag = human TAAR1 agonists, primary screen, Fluo-8 calcium fluorescence, CHO RD-HGA16 cells; Trace amine-associated receptor 1 (Homo sapiens), Q96RJ0; vehicle wells 0%, saturating PEA agonist 100%; activation, % at 3 µM; 360,000 tested, 0.99% active; AID 624467, 2012;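 active = activation above the mean activation of all test compounds in the run plus 3 SD, cut at about 38% in these data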
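System: CHO-derived RD-HGA16 cells with stable Gα16 and human TAAR1. Times: 17-24 h plating, Fluo-8 75 min 37 °C, 30 min RT. Measured by: calcium-sensitive Fluo-8 signal, excitation 470-495, emission 515-575 nm. Read-out basis: % activation relative to PEA EC100 response. Control set: DMSO and PEA EC100. Repeats: no replicates (n 1).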
M5 PAM = human M5 muscarinic receptor positive allosteric modulators, primary screen, CHO-K1 cells, Fluo-8 calcium fluorescence; Muscarinic acetylcholine receptor M5 (Homo sapiens), P08912; CHO-K1 hM5, ACh EC20 PAM; 0% = ACh EC20, 100% = ACh EC100; activation, % at 3 µM; 360,000 tested, 0.3% active; AID 624038, 2012;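 active = activation above the run cutoff, the mean activation of all test compounds plus 3 SD, cut at about 18% in these data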
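System: CHO-K1 hM5 cells. Reagent: acetylcholine, EC20 level. Compound dosing: single dose, 3 µM nominal final test concentration. Timing: Post-acetylcholine fluorescence recording 140 s. Detection: Fluo-8 calcium fluorescence. Read-out: % activation, ACh-normalized. Benchmarks: ACh EC20 and EC100 wells. Repeats: singlicate, one well per test compound.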
CHRM4 antagonist = human M4 muscarinic receptor antagonists, primary screen, CHO cells, Fluo-8 calcium fluorescence; Muscarinic acetylcholine receptor M4 (Homo sapiens), P08173; CHO-hM4 cells, ACh EC80; inhibition, % at 3 µM; 360,000 tested, 0.73% active;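 active = inhibition above its plate's cutoff, the mean inhibition of sample wells plus 3 SD, cut at about 27% in these data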;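 also: 0% = acetylcholine EC80 with DMSO and 100% = DMSO without agonist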
Target sequence (P08173 whole entry, looked up): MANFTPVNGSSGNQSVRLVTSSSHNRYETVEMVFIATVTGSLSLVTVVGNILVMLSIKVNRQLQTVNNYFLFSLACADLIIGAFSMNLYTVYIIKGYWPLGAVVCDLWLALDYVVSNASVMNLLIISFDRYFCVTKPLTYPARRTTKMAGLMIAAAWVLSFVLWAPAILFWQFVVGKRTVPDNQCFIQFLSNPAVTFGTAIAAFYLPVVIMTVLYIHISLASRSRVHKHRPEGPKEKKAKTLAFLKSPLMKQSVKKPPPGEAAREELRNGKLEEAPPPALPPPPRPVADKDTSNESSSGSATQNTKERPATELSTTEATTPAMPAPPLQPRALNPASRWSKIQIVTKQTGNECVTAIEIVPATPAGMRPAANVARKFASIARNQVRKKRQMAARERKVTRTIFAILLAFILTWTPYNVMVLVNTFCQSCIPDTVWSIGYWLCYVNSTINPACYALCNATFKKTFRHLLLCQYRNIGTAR
M5 ag = human M5 muscarinic receptor agonists, primary screen, CHO-K1 cells, Fluo-8 calcium fluorescence. Muscarinic acetylcholine receptor M5 (Homo sapiens), P08912. CHO-K1 hM5 cells; 0% DMSO wells, 100% maximal acetylcholine response. activation, % at 3 µM. 360,000 tested, 0.19% active. AID 624037, 2012;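 active = activation above the run's mean over test compounds plus 3 SD, cut at about 23% in these data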;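 also: signal is peak over basal fluorescence ratio across the kinetic read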
CHRM1 PAM = human M1 muscarinic receptor positive allosteric modulators, primary screen, CHO-K1 cells, Fluo-8 calcium fluorescence, 1536-well | Muscarinic acetylcholine receptor M1 (Homo sapiens), P11229 | CHO-K1 hM1, ACh EC20; 0% = ACh EC20, 100% = maximal ACh | activation, % at 3 µM | 360,000 tested, 0.088% active | AID 588819, 2011; in the data active = activation above about 19%, passing the limit was not always enough
CHRM1 agonist = human M1 muscarinic receptor agonists, primary screen, Fluo-8 calcium fluorescence, CHO-K1 cells, HTS. Muscarinic acetylcholine receptor M1 (Homo sapiens), P11229. CHO-K1 hM1, agonist mode; 0% DMSO, 100% acetylcholine EC100. activation, % at 3 µM. 360,000 tested, 0.33% active. AID 588814, 2011;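 active = activation above the run's mean compound activation plus 3 SD, cut at about 16% in these data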;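 also: peak over basal fluorescence ratio within a 140 s kinetic read after compound addition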
CHRM1 antagonist = human M1 muscarinic receptor antagonists, primary screen, CHO-K1 cells, Fluo-8 calcium fluorescence, 1536-well. inhibition, % at 3 µM. 360,000 tested, 1.3% active. AID 588852, 2011. CHO-K1 hM1, ACh EC80 antagonist;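 active = percent inhibition above its own plate's cutoff, namely the mean of that plate's compound wells plus 3 SD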;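 also: peak over basal fluorescence ratio during 140 s after agonist addition; 0% = ACh EC80 plus DMSO and 100% = DMSO alone without agonist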
M4 ag = human M4 muscarinic receptor agonists, primary screen, CHO-K1 cells, Fluo-8 calcium fluorescence; Muscarinic acetylcholine receptor M4 (Homo sapiens), P08173; CHO-K1 hM4/Gqi5; vehicle 0%, full acetylcholine response 100%; activation, % at 3 µM; 360,000 tested, 0.14% active; AID 624127, 2012;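 active = activation above the run mean over all test wells plus 3 SD, cut at about 32% in these data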;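 also: peak over basal fluorescence ratio per well then scaled between controls; 0% = DMSO wells and 100% = acetylcholine at EC100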
An asterisk follows results filed as active; / = not tested or not shown. These rows are one share of the data; rates above refer to the full screens.

item	molecule	CHRM5 antagonist	TAAR1 ag	M5 PAM	CHRM4 antagonist	M5 ag	CHRM1 PAM	CHRM1 agonist	CHRM1 antagonist	M4 ag
1	COc1cc(/C=C2\C=CC(=O)O2)cc(OC)c1	0	2	-5	-3	-5	1	-3	3	0
2	Cc1cc(C[n+]2ncsc2N)c2ncccc2c1	6	1	-4	-5	-15	-5	-4	6	1
3	O=C(NNS(=O)(=O)c1ccc(F)cc1)c1ccccc1F	10	0	4	-4	-1	6	-3	-15	1
4	O=C(NCCN1CCCC1)c1cc(-c2ccncc2)nc2ccc(S(=O)(=O)N3CCOCC3)cc12	-5	5	5	11	1	-4	-4	16	0
5	CC(C)C(C(=O)NCC1CCCO1)N(Cc1cccs1)C(=O)CNS(=O)(=O)c1ccccc1 (stereo unspecified)	9	10	-8	1	-1	3	-6	-1	1
6	CC(OC(=O)c1ccncc1)C(=O)NC1CCCC1 (stereo unspecified)	5	7	3	-2	2	10	-1	-5	2
7	O=C(COC(=O)[C@@H]1CCCN1S(=O)(=O)c1ccc(Cl)cc1)NCC(F)(F)F	1	0	0	-6	0	0	-2	1	1
8	CCCN1CCN(C(=O)CCCNC(=O)c2ccc(Cl)cc2)CC1	10	8	2	3	-3	13	-11	-14	0

Continued:
item	molecule	CHRM5 antagonist	TAAR1 ag	M5 PAM	CHRM4 antagonist	M5 ag	CHRM1 PAM	CHRM1 agonist	CHRM1 antagonist	M4 ag
9	COc1ccnc(Oc2ccc(Cl)cc2)c1C#N	21	-1	-12	-8	-2	-6	-4	9	12
10	N#C/C(=C/c1cccc(C(F)(F)F)c1)c1nc(CCN2C(=O)c3ccccc3C2=O)cs1	3	9	-3	-3	0	10	-2	-9	3
11	Cc1cc(C)c(S(=O)(=O)N2CCN(C(=O)c3ccc(-n4nc(C)c(Cl)c4C)cc3)CC2)c(C)c1	8	1	1	3	-3	0	-4	3	0
12	COc1cccc(CN2CCCN(S(=O)(=O)c3ccc(Br)cc3)CC2)c1	16	/	-29	0	-12	-21	-2	37*	1
13	O=C1NCCOC(=O)[C@@H](Cc2ccc(F)cc2)CC/C=C/C[C@H]1CC(=O)N(CCO)Cc1ccccc1	-2	1	0	-7	1	0	-4	-1	4
14	O=C1C2C3C=CC(C3)C2C(=O)N1c1nc2ccccc2s1 (stereo unspecified)	-1	8	7	4	1	13	-5	-17	1
15	CC(=O)n1nc(-c2ccccc2)cc1-c1ccccc1	1	5	-21	-16	7	-9	-1	14	7
16	Cc1cc(C)c2c(CN3CCC(C)CC3)cc(=O)oc2c1C	5	4	1	2	-5	1	-8	-5	4

Continued.
item	molecule	CHRM5 antagonist	TAAR1 ag	M5 PAM	CHRM4 antagonist	M5 ag	CHRM1 PAM	CHRM1 agonist	CHRM1 antagonist	M4 ag
17	Nn1c(SCC(=O)N2CCc3ccccc3C2)nnc1-c1cccs1	-3	2	3	16	0	15	-4	-22	0
18	CCOC(=O)C1=CN(Cc2cccc(F)c2)S(=O)(=O)N(C)C1c1ccccc1 (stereo unspecified)	2	-1	-8	-12	-3	-3	-6	1	1
19	COc1cc(OC)cc(C(=O)Nc2ccc3nc4n(c(=O)c3c2)CCCC4)c1	-3	2	7	2	0	10	2	-12	-1
20	COCCCNC(=O)c1ccc2nc3ccccc3c(=O)n2c1	4	4	-15	0	4	3	-2	-7	6
21	Cc1cccc2sc(NC(=O)[C@H](C)N3C(=O)C4CC=CCC4C3=O)nc12 (stereo partly specified)	17	1	-8	2	-4	-1	-3	2	11
22	O=C(NCC1CCCO1)c1cccc(C(=O)NCC2CCCO2)c1 (stereo unspecified)	7	5	-1	-4	-3	11	0	-16	1
23	Cc1cc(Nc2c(C#N)c(N)nn2C)ccc1F	2	8	-3	2	-4	6	-3	-3	1
24	COc1cc(-c2nc3cnccn3c2Nc2ccc(C(C)C)cc2)ccc1O	11	22	-10	3	7	-2	0	5	11

The listing continues:
item	molecule	CHRM5 antagonist	TAAR1 ag	M5 PAM	CHRM4 antagonist	M5 ag	CHRM1 PAM	CHRM1 agonist	CHRM1 antagonist	M4 ag
25	Cc1nc2sc(C(c3ccco3)N3CCN(c4ccc(F)cc4)CC3)c(O)n2n1 (stereo unspecified)	-6	4	10	4	1	12	-1	-17	1
26	Cc1c(C(=O)Nc2ccc(S(=O)(=O)N(C)C3CCN(C)CC3)cc2)oc2c(Cl)cccc12	3	13	-1	-5	-6	1	-6	-6	4
27	CC1(C)CC2(CCO1)OC(=O)CC2C(=O)NCCc1ccccc1 (stereo unspecified)	6	25	1	1	-7	3	-2	1	1
28	O=c1ccc2ccc(O)cc2o1	4	0	-4	5	0	-3	0	1	0
29	Cc1cccc(N2CCN(C(=O)CS(=O)(=O)Cc3nc(-c4ccccc4F)oc3C)CC2C)c1 (stereo unspecified)	0	5	-10	-22	6	0	6	-13	15
30	Nc1ncnc2c1ncn2[C@@H]1O[C@H](C(=O)N[C@H]2c3ccccc3C[C@H]2O)[C@@H](O)[C@H]1O	10	1	12	1	2	11	5	-19	0
31	Cn1c(=O)[nH]c2c(cnn2C)c1=O	-4	1	5	-2	1	7	-1	-15	1
32	Cc1ncc(N=Nc2ccc(F)cc2)c(-c2ccc(Cl)cc2)n1	17	13	-1	0	-1	1	-3	-4	0

(list continues)
item	molecule	CHRM5 antagonist	TAAR1 ag	M5 PAM	CHRM4 antagonist	M5 ag	CHRM1 PAM	CHRM1 agonist	CHRM1 antagonist	M4 ag
33	Cc1ccc(NC2=NC(c3ccc(C)cc3)n3c(nc(C)cc3=O)N2)cc1 (stereo unspecified)	4	10	-4	12	5	-2	-4	-3	0
34	CC(=O)Nc1ccc(NC(=O)Cn2c(=O)n(-c3ccc(C)cc3)c(=O)c3oc4ccccc4c32)cc1	4	-1	4	-1	6	8	-1	-1	-1
35	COc1cccc(OC)c1-c1cnc(NC(C)=O)cn1	3	3	-3	-7	2	4	1	-14	1
36	O=c1cc(N2CCOCC2)[nH]c(=O)n1-c1ccc(Cl)cc1	0	0	-2	-6	3	14	2	-3	0
37	CCOC(=O)C(=CNc1cc(C)ccc1-n1cccc1)C(=O)OCC	-5	-1	12	2	5	7	-5	-12	-2
38	CCCc1[nH]nc2c1C(c1ccc(OCCN3CCOCC3)c(OC)c1)C(C#N)=C(N)O2 (stereo unspecified)	-7	5	2	-1	-1	11	-1	-22	0
39	COc1ccccc1CNC(=O)CSc1nn2c(=O)c(C(C)(C)C)nnc2s1	-12	3	-5	-1	-5	7	-6	-8	0
40	Cc1csc(NC(=O)c2cccc([N+](=O)[O-])c2C(=O)O)n1	14	1	-1	9	2	6	-2	-10	0

New compounds follow
item	molecule	CHRM5 antagonist	TAAR1 ag	M5 PAM	CHRM4 antagonist	M5 ag	CHRM1 PAM	CHRM1 agonist	CHRM1 antagonist	M4 ag
41	CN(C(=O)c1ccc(S(=O)(=O)N2CCOCC2)cc1)C1CCS(=O)(=O)C1 (stereo unspecified)	0	0	2	4	0	2	-4	4	1
42	Cc1ncc2c(n1)-c1cc(F)ccc1SC2	-1	-2	4	4	-8	5	-7	-14	0
43	CCOC(=O)CC1COCCN1C(=O)CCc1nnc(-c2ccsc2)o1 (stereo unspecified)	3	6	2	2	-3	8	-8	0	0
44	Cc1cc(C(F)(F)F)nc(CCNCc2c(C(=O)N3CCCC3)nc3ccccn23)n1	-2	2	8	-2	1	7	-13	-4	4
45	COc1cccc(/C=C2\SC(=S)N(C(Cc3ccccc3)C(=O)O)C2=O)c1 (stereo unspecified)	4	12	-8	1	-3	-9	-4	13	1
46	CC(C)(C)Nc1nc(Oc2ccc(=O)n(-c3ccccc3)n2)nc(N2CCOCC2)n1	5	3	-5	13	0	0	-2	7	1
47	Cc1ccc(C(CNC(=O)C(=O)Nc2ccc3c(c2)OCCO3)N2CCN(C)CC2)cc1 (stereo unspecified)	-3	3	0	-3	-7	-3	-7	1	2

Of the compounds above, 7 have a Cl atom.
item	molecule	CHRM5 antagonist	TAAR1 ag	M5 PAM	CHRM4 antagonist	M5 ag	CHRM1 PAM	CHRM1 agonist	CHRM1 antagonist	M4 ag
7	O=C(COC(=O)[C@@H]1CCCN1S(=O)(=O)c1ccc(Cl)cc1)NCC(F)(F)F	1	0	0	-6	0	0	-2	1	1
8	CCCN1CCN(C(=O)CCCNC(=O)c2ccc(Cl)cc2)CC1	10	8	2	3	-3	13	-11	-14	0
9	COc1ccnc(Oc2ccc(Cl)cc2)c1C#N	21	-1	-12	-8	-2	-6	-4	9	12
11	Cc1cc(C)c(S(=O)(=O)N2CCN(C(=O)c3ccc(-n4nc(C)c(Cl)c4C)cc3)CC2)c(C)c1	8	1	1	3	-3	0	-4	3	0
26	Cc1c(C(=O)Nc2ccc(S(=O)(=O)N(C)C3CCN(C)CC3)cc2)oc2c(Cl)cccc12	3	13	-1	-5	-6	1	-6	-6	4
32	Cc1ncc(N=Nc2ccc(F)cc2)c(-c2ccc(Cl)cc2)n1	17	13	-1	0	-1	1	-3	-4	0
36	O=c1cc(N2CCOCC2)[nH]c(=O)n1-c1ccc(Cl)cc1	0	0	-2	-6	3	14	2	-3	0

Screens deposited in PubChem BioAssay by The Scripps Research Institute Molecular Screening Center.
